Bioassay records: PubChem, several laboratories
CatB block = human cathepsin B inhibitors, primary screen, biochemical, fluorogenic substrate; AID 453, 2006; hit rate 0.1% among 63,000; purified cathepsin B, fluorescence; inhibition, %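 (tested at 10 µM)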; in the data active means inhibition above about 21%;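 further: 0% = enzyme with no compound and 100% = no enzyme blank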
AP complement = alternative complement pathway inhibitors, primary screen, biochemical, ELISA, human serum, orthogonally pooled compounds. hit rate 0.08% among 62,000. LPS-coated ELISA, C3 deposition; tested in compound mixtures. inhibition, % at 5 µM;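 active means inhibition above 30% in each of the two pooled mixtures holding the compound, so the lower value exceeds 30%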;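 further: 0% = serum in Mg-EGTA without compound and 100% = EDTA serum blank; some compounds past the cut are filed as inactive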
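Test system: human serum alternative complement pathway, C3 deposition on LPS-coated wells; also added: Plate-bound LPS; doses: 5 µM per compound in ten-compound mixtures; schedule: 1 h at 37 °C; detection: Anti-C3 ELISA, OD 450 nm; evaluation: percent inhibition of C3 deposition onto LPS; repeats: two pool placements per compound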
Hsp90 block = tumor Hsp90 inhibitors, primary screen, cell lysate, fluorescence polarization, NCI-N417 lysate. Heat shock protein HSP 90-alpha (Homo sapiens), P07900. Cy3B-geldanamycin FP displacement. inhibition, % at 30 µM. hit rate 0.35% among 64,000. AID 429, 2006;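 active means inhibition above 50%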;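 further: 0% = tracer plus lysate wells and 100% = tracer alone without lysate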
CatB mix inh = cathepsin B inhibitors from pooled compounds, primary screen, biochemical, compound mixtures, AMC fluorescence | AID 488, 2006 | P07858 | hit rate 0.06% among 62,000 | inhibition, %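 (ten-compound pools at 5 µM per compound and 50 µM total)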 | Purified cathepsin B, AMC dipeptide fluorescence; in the data active means inhibition above about 22%, passing the limit was not always enough;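 further: 0% = enzyme without compound and 100% = no enzyme blank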
DUSP1 inh = MKP-1 phosphatase inhibitors, primary screen, biochemical, in vitro; Dual specificity protein phosphatase 1 (Homo sapiens), P28562; recombinant MKP-1, OMFP hydrolysis fluorescence; inhibition, %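 (compounds tested at a single concentration somewhere between 10 and 100 µM)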; hit rate 0.15% among 65,000;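 active means inhibition above about 50%, limit read from the data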;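 further: 0% = DMSO max control wells and 100% = wells with enzyme stopped by NaOH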
Ecoli tolC = growth inhibitors of E. coli tolC mutant, primary screen, strain BW25113 ΔtolC::kan, 384-well. OD615. growth inhibition, % at 10 µM (by protocol). hit rate 2.2% among 65,000. AID 573, 2007;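 active means growth inhibition at or above a cutoff equal to the mean over every tested compound plus 3 SD, cut at about 60% in these data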;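 further: growth measured after 20 h incubation at 37 °C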
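Test system: E. coli BW25113 ΔtolC::kan bacteria; incubation: 37 °C, 20 h exposure; medium: LB broth supplemented with 50 µg/mL kanamycin; read-out basis: percent growth inhibition; signal: A615 absorbance measurement; compound: 10 µM final, single dose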
D1 mod = D1 CRE-luciferase signal change, two-sided – cell-based, HEK293 D1, dopamine EC30, D1 allosteric modulator project, primary screen. hit rate 5.9% among 58,000. B-score at 10 µM. dopamine EC30 potentiation; actives deviate in either direction;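 active means luminescence count or its row- and column-corrected plate score outside the 99.7% band of the plate's sample wells, on either side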
Ec RNAP inh = E. coli RNAP inhibitors, biochemical; DNA-directed RNA polymerase subunit beta (Escherichia coli (strain K12)), P0A8V2; E. coli RNA polymerase, fluorescence transcription assay; inhibition, %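 (tested at 10 µM)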; hit rate 0.2% among 62,000; in the data active means inhibition above about 20%;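 further: 0% = enzyme without compound and 100% = no enzyme blank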
Cdc25B inh = inhibitors of Cdc25B phosphatase catalytic domain, primary screen, biochemical, OMFP fluorescence. M-phase inducer phosphatase 2 (Homo sapiens), P30305. recombinant Cdc25B, OMFP fluorescence Ex485/Em525. inhibition, %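 (compounds tested at 10 µM final in the well)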. hit rate 0.1% among 65,000. AID 368, 2006; in the data active means inhibition above about 50%
Numbers without * were called inactive.

What do the screens show for `CC(C(=O)NC(=O)NC1CCCCC1)N1CCN(c2ccccn2)CC1` (stereo not drawn)?
CatB block: 4.7; AP complement: 5.9; Hsp90 block: -1.3; CatB mix inh: 0.1; DUSP1 inh: 9.5; Ecoli tolC: 4.2; D1 mod: 0.0775; Ec RNAP inh: 4.2; Cdc25B inh: -5.3

What do the screens show for `Cc1ccc2nc(-c3ccccn3)cc(C(=O)N3CCN(c4ncccn4)CC3)c2c1`?
CatB block: -1.9; AP complement: 13.3; Hsp90 block: -11.5; CatB mix inh: 7.7; DUSP1 inh: 7.8; Ecoli tolC: -3.8; D1 mod: 2.5; Ec RNAP inh: 3.9; Cdc25B inh: -2.9

What do the screens show for `CCOC(=O)c1cc2oc(C)cc2n1CC(=O)OC1CCCCC1`?
CatB block: 1.8; AP complement: 10.4; Hsp90 block: 1.5; CatB mix inh: 6.2; DUSP1 inh: -8.2; Ecoli tolC: 74.3*; D1 mod: -0.763; Ec RNAP inh: 4.6; Cdc25B inh: -13.0

What do the screens show for `COc1ccc(C(=O)Nc2ccc(N3CCOCC3)cc2)cc1OC`?
CatB block: -1.5; AP complement: 11.6; Hsp90 block: 1.7; CatB mix inh: 3.6; DUSP1 inh: 11.2; Ecoli tolC: -0.1; D1 mod: 0.0441; Ec RNAP inh: -3.5; Cdc25B inh: 7.8

Results for COC(=O)C1=CN(CCCN2CCCC2=O)C=C(C(=O)OC)C1c1ccccc1C(F)(F)F ?
CatB block: -5.6; AP complement: 3.8; Hsp90 block: -0.9; CatB mix inh: -2.6; DUSP1 inh: 15.5; Ecoli tolC: -1.6; Ec RNAP inh: -21.4; Cdc25B inh: -22.7

Results for O=C(NC(Cc1ccc2c(c1)OCO2)C(=O)N1CCCC1C(=O)O)c1ccccc1 (stereo not drawn) ?
CatB block: -0.4; AP complement: 19.9; Hsp90 block: -3.4; CatB mix inh: 3.1; DUSP1 inh: 11.3; Ecoli tolC: -26.1; D1 mod: 0.112; Ec RNAP inh: 2.1; Cdc25B inh: -8.6

Results for CSc1nc(C)cc(NC(N)=O)n1 ?
CatB block: 3.2; AP complement: 7.6; Hsp90 block: 1.5; CatB mix inh: 6.1; DUSP1 inh: -20.6; Ecoli tolC: -36.9; D1 mod: 0.046; Ec RNAP inh: 3.9; Cdc25B inh: 3.1

What do the screens show for `CC(C(=O)O)N1C(=O)c2cccc3cccc1c23` (stereo not drawn)?
CatB block: 1.3; AP complement: -0.1; Hsp90 block: -1.6; CatB mix inh: -1.5; DUSP1 inh: 0.0; Ecoli tolC: -1.3; D1 mod: -0.497; Ec RNAP inh: -5.5; Cdc25B inh: -4.7

What do the screens show for `CCC(=O)Nc1ccc(C(=O)CSc2nnc(CNc3ccc(Cl)cc3)o2)cc1OC`?
CatB block: -1.2; AP complement: 3.8; Hsp90 block: 1.4; CatB mix inh: 3.4; DUSP1 inh: -11.8; Ecoli tolC: 10.4; D1 mod: -2.29; Ec RNAP inh: 6.5; Cdc25B inh: 3.1

Results for O=C(NCCCN1CCOCC1)c1ccc(S(=O)(=O)N2CCOCC2)cc1 ?
CatB block: 1.3; AP complement: 6.3; Hsp90 block: -1.4; CatB mix inh: 1.5; DUSP1 inh: 3.2; Ecoli tolC: -10.0; D1 mod: -0.29; Ec RNAP inh: 6.3; Cdc25B inh: 4.1

Brought forward from above: 3 compounds, followed by the next part.
What do the screens show for `CC(C(=O)O)N1C(=O)c2cccc3cccc1c23` (stereo not drawn)?
CatB block: 1.3; AP complement: -0.1; Hsp90 block: -1.6; CatB mix inh: -1.5; DUSP1 inh: 0.0; Ecoli tolC: -1.3; D1 mod: -0.497; Ec RNAP inh: -5.5; Cdc25B inh: -4.7

What do the screens show for `CCC(=O)Nc1ccc(C(=O)CSc2nnc(CNc3ccc(Cl)cc3)o2)cc1OC`?
CatB block: -1.2; AP complement: 3.8; Hsp90 block: 1.4; CatB mix inh: 3.4; DUSP1 inh: -11.8; Ecoli tolC: 10.4; D1 mod: -2.29; Ec RNAP inh: 6.5; Cdc25B inh: 3.1

Results for O=C(NCCCN1CCOCC1)c1ccc(S(=O)(=O)N2CCOCC2)cc1 ?
CatB block: 1.3; AP complement: 6.3; Hsp90 block: -1.4; CatB mix inh: 1.5; DUSP1 inh: 3.2; Ecoli tolC: -10.0; D1 mod: -0.29; Ec RNAP inh: 6.3; Cdc25B inh: 4.1

How did CC1CCCN(c2nc3c(c(=O)n(C)c(=O)n3C)n2Cc2ccccc2)C1 (stereo not drawn) do in these assays?
CatB block: -0.5; AP complement: -3.7; CatB mix inh: -2.7; DUSP1 inh: 16.6; Ecoli tolC: 36.4; D1 mod: -0.085; Ec RNAP inh: 7.2; Cdc25B inh: -16.0

What do the screens show for `CCOC(=O)C1CCCN(c2c(NCCCN(C)Cc3ccccc3)c(=O)c2=O)C1` (stereo not drawn)?
CatB block: -1.9; AP complement: 9.4; Hsp90 block: -5.4; CatB mix inh: 5.7; DUSP1 inh: -2.1; Ecoli tolC: -8.8; D1 mod: 0.205; Ec RNAP inh: 7.1; Cdc25B inh: -12.8

What do the screens show for `O=C(OCCCN1CCCCC1)c1ccc(O)cc1`?
CatB block: 6.9; AP complement: 0.8; Hsp90 block: -10.9; CatB mix inh: 0.1; DUSP1 inh: -31.8; Ecoli tolC: -10.6; D1 mod: 0.0526; Ec RNAP inh: 11.4; Cdc25B inh: 57.3*

What do the screens show for `O=C(COc1ncnc2c(Cl)cc(Cl)cc12)N1CCCCC1`?
CatB block: 4.5; AP complement: 4.5; Hsp90 block: -2.1; CatB mix inh: -12.0; DUSP1 inh: 11.8; Ecoli tolC: -5.4; D1 mod: 0.552; Ec RNAP inh: 9.4; Cdc25B inh: -8.0

Results for CCOC(=O)C1CCCN(c2c(NCCCN(CC)c3ccccc3)c(=O)c2=O)C1 (stereo not drawn) ?
CatB block: 0.8; AP complement: 5.7; Hsp90 block: -4.3; CatB mix inh: 5.5; DUSP1 inh: 11.5; Ecoli tolC: 2.7; D1 mod: 0.699; Ec RNAP inh: 7.7; Cdc25B inh: -9.9

Results for CCCN1C2CCCC1CC(NC(=O)c1ccccc1OCC)C2 (stereo not drawn) ?
CatB block: -4.0; AP complement: -5.2; Hsp90 block: -3.9; CatB mix inh: 5.7; DUSP1 inh: -12.8; Ecoli tolC: -25.8; D1 mod: -1.13; Ec RNAP inh: 5.4; Cdc25B inh: 6.4

Results for O=C(CCn1nc(-c2ccccc2)c2ccccc2c1=O)NCC1CCCO1 (stereo not drawn) ?
CatB block: 4.1; AP complement: 12.2; Hsp90 block: -5.8; CatB mix inh: 5.3; DUSP1 inh: -3.8; Ecoli tolC: 3.2; D1 mod: 1.24; Ec RNAP inh: 6.0; Cdc25B inh: 2.1

How did O=C(Nc1sccc1C(=O)N1CCOCC1)c1cccnc1 do in these assays?
CatB block: 4.7; AP complement: 23.7; Hsp90 block: -1.6; CatB mix inh: 0.9; DUSP1 inh: 12.6; Ecoli tolC: -2.2; D1 mod: -0.419; Ec RNAP inh: 3.4; Cdc25B inh: -6.0

What do the screens show for `CCCC(C(=O)NC1CCCC1)N(CC1CCCO1)C(=O)c1snc(C(N)=O)c1N` (stereo not drawn)?
CatB block: -2.1; AP complement: -14.6; Hsp90 block: 1.6; CatB mix inh: 2.2; DUSP1 inh: -26.9; Ecoli tolC: 6.8; D1 mod: 1.78; Ec RNAP inh: 4.9; Cdc25B inh: -4.9

How did Cc1nn(C)c(N)c1C(O)(c1nccn1C)C(F)(F)F (stereo not drawn) do in these assays?
CatB block: -0.5; AP complement: 17.8; Hsp90 block: -2.2; CatB mix inh: 5.2; DUSP1 inh: -10.6; Ecoli tolC: -17.2; D1 mod: -0.02; Ec RNAP inh: 0.9; Cdc25B inh: -6.7

What do the screens show for `COCCN1C(=O)C(O)=C(C(C)=O)C1c1ccc(F)cc1` (stereo not drawn)?
CatB block: 3.2; AP complement: 5.7; Hsp90 block: -0.2; CatB mix inh: -2.2; DUSP1 inh: 3.9; Ecoli tolC: -9.6; D1 mod: -0.23; Ec RNAP inh: -1.0; Cdc25B inh: 1.6

What do the screens show for `COc1cc2c(cc1OC)C1Cc3ccc(OC)c(OC)c3CN1CC2` (stereo not drawn)?
CatB block: -2.2; AP complement: 23.7; Hsp90 block: -15.0; CatB mix inh: 4.7; DUSP1 inh: -13.1; Ecoli tolC: -13.1; D1 mod: -2.57; Ec RNAP inh: 3.5; Cdc25B inh: 0.2

What do the screens show for `Cc1cc(-c2nnc(SCc3cccnc3)o2)no1`?
Hsp90 block: -2.3; DUSP1 inh: 1.0; Ecoli tolC: -7.5; D1 mod: 0.62; Cdc25B inh: -6.5

Results for Cc1ccc(NC(=O)NC2CCN(CC(=O)Nc3nccs3)CC2)cc1 ?
CatB block: 0.5; AP complement: -13.8; Hsp90 block: -1.3; CatB mix inh: 1.2; DUSP1 inh: 5.0; Ecoli tolC: -4.4; Ec RNAP inh: 3.2; Cdc25B inh: -0.7

How did CCOC(=O)NC(Nc1cc(C)ccn1)(C(F)(F)F)C(F)(F)F do in these assays?
AP complement: -2.2; Hsp90 block: -10.8; CatB mix inh: 1.5; DUSP1 inh: 1.0; Ecoli tolC: -2.8; D1 mod: 0.206; Ec RNAP inh: 5.1; Cdc25B inh: -10.7

Results for CCOc1ccc(S(=O)(=O)n2c(C)nc3ccccc32)cc1 ?
CatB block: -5.8; AP complement: 28.6; Hsp90 block: -1.4; CatB mix inh: -16.5; DUSP1 inh: -4.1; Ecoli tolC: 0.9; D1 mod: -1.62; Ec RNAP inh: -14.4; Cdc25B inh: -8.8

What do the screens show for `CCOC(=O)C1=C(C)NC(=O)NC1c1ccoc1` (stereo not drawn)?
CatB block: 8.3; AP complement: 10.8; Hsp90 block: -0.6; CatB mix inh: -0.7; DUSP1 inh: -1.9; Ecoli tolC: -7.0; D1 mod: -0.85; Ec RNAP inh: 11.9; Cdc25B inh: 2.8

How did CN(c1ccccc1C(=O)N1CCCC1)S(C)(=O)=O do in these assays?
CatB block: 0.0; AP complement: -1.1; Hsp90 block: 3.4; CatB mix inh: 6.1; DUSP1 inh: -6.6; Ecoli tolC: -4.3; D1 mod: -0.498; Ec RNAP inh: -3.3; Cdc25B inh: -5.7

Results for Cc1ccc(O)c(C(=O)CC(=O)c2cccc(F)c2)c1 ?
CatB block: 7.8; AP complement: 4.9; Hsp90 block: -4.5; CatB mix inh: -5.9; DUSP1 inh: 10.0; Ecoli tolC: 100.0*; D1 mod: -0.491; Ec RNAP inh: 3.2; Cdc25B inh: -1.0

What do the screens show for `O=C(O)CCC1=C2c3ccccc3CCN2C(=O)CC1`?
CatB block: -1.2; AP complement: 18.5; Hsp90 block: -1.8; CatB mix inh: 2.9; DUSP1 inh: 4.6; Ecoli tolC: -13.7; Ec RNAP inh: 3.0; Cdc25B inh: -1.3

Results for COc1cccc(C2=NOC(C(=O)NCC3CCCO3)C2)c1 (stereo not drawn) ?
CatB block: -2.3; AP complement: 17.9; Hsp90 block: -2.5; CatB mix inh: 0.6; DUSP1 inh: -5.5; Ecoli tolC: -6.4; D1 mod: -0.102; Ec RNAP inh: 4.8; Cdc25B inh: -13.7
